High-throughput results: PubChem, National Center for Advancing Translational Sciences (NCATS)
KDM5B inh – KDM5B demethylase inhibition; hit rate 2.6% among 220,000; KDM5B demethylase, FDH-coupled NADH fluorescence (FDH is formaldehyde dehydrogenase); Q9UGL1; Potency, µM (titrated, usually from 57.7 µM), for the others: at the highest dose activity change, negative = inhibition, usual class: inhibitors; AID 1347165; active = well fitted inhibition curve with a large enough effect; inconclusive = small, poorly fitted or top-dose-only effect; inactive = no such curve, though single readings can be large or run the other way; note: 0% is about no effect; nearly all actives have a fitted effect of over 70% in size
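Measured: NADH fluorescence change, 30 min, RT. System: KDM5BΔAP 200 nM final, H3K4me3 peptide, α-KG, Fe(II), ascorbate, NAD⁺ plus FDH, pH 7.5 HEPES. Compounds: titrated, 10 min pre-incubation with enzyme.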
Starred values were filed as active, the others as inactive; ? = inconclusive; & = joins results of further samples; [ ] = another dose, or the depositor's remark. Potency is the fitted concentration of half-maximal effect.

| mol | KDM5B inh |
| --- | --- |
| CC1(C)CC(=O)c2cc(C#N)c(SCc3ccccc3)nc2C1 | 0% |
| CC(NS(=O)(=O)c1cccc2nsnc12)C12CC3CC(CC(C3)C1)C2 (stereo not given) | 1% |
| COCc1noc([C@@H]2CN(C3CNC3)C[C@H]2C(N)=O)n1 | -11% |
| O=C(c1ccc[nH]1)N1CCN(C(=O)c2nnn3c2COC(c2ccc(Cl)cc2)C3)CC1 (stereo not given) | -4% |
| C#CCOc1ccc(/C=C(/C#N)c2cccc(F)c2)cc1OC | 158%[activator] |
| COc1ccc(C(=O)N[C@@H]2CN(Cc3ccccn3)C[C@H]2CN(C)C)cc1F | -13% |
| COc1ccc(C(=O)N2CCCn3cc(-c4ccccc4F)nc32)cn1 | -31% |
| OCC1(Cc2ccc(Cl)cc2)CCNCC1 | -20% |
| CCn1cc(C(=O)N2C[C@@H](COC)[C@H](c3ccccn3)C2)cn1 | -2% |
| CN1CCC2(CC1)Cc1ccccc1CN(C(=O)c1cccc(Cl)c1)C2 | -5%[115 µM] |
| Cc1nc2ccc(C(=O)N3CCCC(C)(Cc4ccc5c(c4)OCO5)C3)cc2o1 (stereo not given) | 8% |
| O=C(c1ccncc1)N1CCC(N2C(=O)C(OCC3CC3)C23CCOCC3)CC1 (stereo not given) | 5% |
| Cc1c(F)cccc1NC(=O)N1CCC(N2CC3CC(C2)[C@H]2CCCC(=O)N2C3)CC1 (stereo not given in full) | -24% |
| COC(=O)[C@@H](C)NC(=O)[C@H]1CN(C(=O)c2ccc(N(C)C)cc2)CCN1S(C)(=O)=O | -9% |
| CCOC(=O)c1cc2cc(Oc3ccc4[nH]c(C(=O)OCC)cc4c3)ccc2[nH]1 | ? |
| N#Cc1ccc(C(=O)NCC(=O)N2CCCCCCNC(=O)CC2c2ccccc2)cc1 (stereo not given) | -1% |
| Cc1ccc(C)c(N2CCN(CCCNC(=O)Nc3cc(Cl)ccc3C)CC2)c1 | 17% |
| O=C(N/N=C/c1cccc([N+](=O)[O-])c1)c1ccncc1 | 0% |
| CC(C)c1ccc(CC(=O)N2CCCc3ncc(C(=O)NCCN4CCCC4)cc32)cc1 | ? |
| COc1ccc2ccccc2c1CNC1CCN(c2ccc(C(=O)N3CCOCC3)cc2)CC1 | 0% |
| Cc1ccsc1/C=C/C(=O)c1ccc2ccccc2c1 | 4% |
| Cc1cccc(OC(C)C(=O)N2CCC(c3nc4ccccc4o3)CC2)c1C (stereo not given) | 11%&-32% |
| CC(C)OCCCNC1=C(Cl)C(=O)c2ccccc2C1=O | -8% |
| COC(=O)c1cc(OCCOc2ccccc2Cl)cc(C(=O)OC)c1 | 12% |
| Cc1ccc(C(=O)N2CCCN(S(C)(=O)=O)C(c3ccccc3)CC(=O)NCC2)cn1 (stereo not given) | -23% |
| CCOC(=O)c1cc(-c2ccccc2)n(-c2cccc(C(=O)Nc3cccc(C)c3)c2)c1C | ? |
| CCc1ccc(N2CC(C(=O)Nc3ccc(S(=O)(=O)Nc4ncccn4)cc3)CC2=O)cc1 (stereo not given) | -2% |
| COCCn1c(CN2C(=O)CCc3ccccc32)nnc1C1CC(N)C1 (stereo not given) | 32%[activator] |
| O=C(CCC1CCN(c2cc(NC3CC3)ncn2)CC1)NCc1ccccc1Cl | -14% |
| Cc1nc(NCCN2CCOC2=O)c2sccc2n1 | -2% |
| Cc1cc(=O)c2ccccc2n1CC(=O)O | 13% |
| Cc1cccc(NC(=O)CCc2ncc(-c3ccc(F)cc3)o2)c1 | -14% |
| Cc1ccc(C2CC(=O)CC(=O)C2)cc1 | 19% |
| CCN(CC)C(=O)c1sc2c(c1C)c(=O)n(Cc1ccccc1)c(=O)n2Cc1ccc(Cl)cc1 | -5% |
| CCCOC(=O)COc1ccc2c(=O)c(-c3ccccc3OC)c(C(F)(F)F)oc2c1 | 4% |
| Cc1cc(C(=O)NC2CCCc3c2cnn3-c2cccc(C)c2C)c(C)o1 (stereo not given) | ? |
| COc1ccc2nc3n(c2c1)[C@@H](CNCc1ccc(S(C)(=O)=O)cc1)COC3 | -23%[86.2 µM] |
| CCCc1cc(C(=O)N(C)CCOc2ccccc2CC)n(C)n1 | -23% |
| CCc1ccc(Cn2nccc2NC(=O)c2nn(CC)c(=O)c3ccccc23)cc1 | -10% |
| CCN(Cc1ccncc1)C(=O)c1cc(-c2cnc(C)nc2)nc2c(C)cccc12 | ? |

2 of the compounds above, with values ahead of the structure.
| KDM5B inh | SMILES |
| --- | --- |
| -23% | CCCc1cc(C(=O)N(C)CCOc2ccccc2CC)n(C)n1 |
| ? | CCN(Cc1ccncc1)C(=O)c1cc(-c2cnc(C)nc2)nc2c(C)cccc12 |

(cont.)
| mol | KDM5B inh |
| --- | --- |
| COc1ccc(S(=O)(=O)N2CCC(C(=O)Nc3ccccc3F)CC2)c2cccnc12 | 25% |
| Cc1ccc2c(c1)C(c1ccccc1)C(=O)O2 (stereo not given) | -10% |
| CCOC(=O)N1CCN(C(=O)CN(c2cccc(OC)c2)S(=O)(=O)c2ccc(C)cc2)CC1 | 16% |
| Cc1ccc2c(C(=O)O)cc(NC(=O)C(C)C)cc2n1 | 20µM* |
| CC1CCN(C(=O)c2ccc(CN3C(=O)NC4(CCS(=O)(=O)CC4)C3=O)cc2)CC1 | 24% |
| CN(C)C(=O)C(Sc1nc2ccccc2o1)c1ccccc1 (stereo not given) | 3% |
| CC(C)CNC(=O)NC(=O)COC(=O)c1cc(-c2cccs2)nc2ccccc12 | ? |
| O=C(c1ccco1)N1CC2CC(C1)[C@H]1CCCC(=O)N1C2 (stereo not given in full) | 6% |

An excerpt from above in order of heavy-atom count, lowest first:
| mol | KDM5B inh |
| --- | --- |
| Cc1ccc2c(C(=O)O)cc(NC(=O)C(C)C)cc2n1 | 20µM* |
| O=C(c1ccco1)N1CC2CC(C1)[C@H]1CCCC(=O)N1C2 (stereo not given in full) | 6% |
| CC1CCN(C(=O)c2ccc(CN3C(=O)NC4(CCS(=O)(=O)CC4)C3=O)cc2)CC1 | 24% |
| CCOC(=O)N1CCN(C(=O)CN(c2cccc(OC)c2)S(=O)(=O)c2ccc(C)cc2)CC1 | 16% |

The list continues.
| mol | KDM5B inh |
| --- | --- |
| CC(C)c1ccc(CN2CCCC3(CCN(C(=O)c4ccsc4)C3)C2)cc1 (stereo not given) | -22% |
| Cc1cc(-c2ccccc2)c(-c2nc3ccccc3s2)[nH]1 | ? |
| COc1ccc(NC(=O)c2oc3ccccc3c2NC(=O)C2CCCCC2)c(OC)c1 | -9% |
| O=C(CCC(=O)c1ccc(Cl)cc1)OCCOc1ccc(Br)cc1 | 6% |
| O=C(CCC(=O)c1ccc(Cl)cc1)OCC(=O)c1cccc(I)c1 | 13% |
| Cn1ccc2c(C(=O)NCc3cccnc3)nc(-c3ccccc3C(F)(F)F)cc21 | 35µM* |
| COc1ccc(-c2nc(-c3ccccc3)nc3c2CN(C(=O)Cc2cccc(Cl)c2)CC3)cc1 | 40%[activator] |
| COc1ccc2[nH]cc(CCNC(=O)CC3=C4CCCCC4N(C)C3=O)c2c1 (stereo not given) | -18% |
| CCCCNC(=S)N(c1ccccc1)C(C)C | 13% |
| O=C(Nc1nc2ccccc2s1)c1cccc(S(=O)(=O)N2CCc3ccccc32)c1 | ? |
| COc1ccc(NC(=O)CN2C(=O)C(C)(C)c3cc(S(=O)(=O)N4CCCC4)ccc32)cc1Cl | -14% |
| CCOc1ccc(NS(=O)(=O)c2c(C)nc3sc(C)c(C)n3c2=O)cc1 | -20% |
| CCOc1cc(=O)n2c(c1C(=O)Nc1cccc(OC)c1)CCCC2 | 21% |
| COc1ccc(C(=O)N2CC[C@@](O)(C3CCOCC3)[C@H](C)C2)o1 | 31%[activator] |
| Cc1ccc(CN2CCC3(CC2)CNc2ccccc2[S+](=O)([O-])N3)cc1 | 7% |
| O=C(O)CC(O)(c1ccccc1)c1ccccc1 | 15% |

The list goes on.
SMILES	KDM5B inh
N#Cc1nc(COc2ccc(F)cc2)oc1N1CCC(Cc2ccccc2)CC1	-18%
COc1ccc(C(=O)Nc2nnc(S(=O)(=O)N3CCCc4ccccc43)s2)cc1	-17%
Cc1ccc(S(=O)(=O)c2nc(-c3cccs3)oc2N2CCC(C)CC2)cc1	?
Cc1ccc2occ(CC(=O)Nc3sc4c(c3C(N)=O)CCCC4)c2c1	12%
CCOc1cccc2cc(-c3nc4sc5c(c4c(=O)[nH]3)CCC(C)C5)c(=O)oc12 (stereo not given)	-9%
CCOC(=O)CSC1=Nc2ccccc2C2=NC(CCC(=O)NCc3ccc(OC)cc3)C(=O)N12 (stereo not given)	?
Cc1cc(NC(=O)COc2c(C)cc(Cl)cc2Cl)ccc1NC(=O)c1ccco1	21%
O=C(CC1CCCC1)N1CCN(Cc2ccc(=O)n(CC3CC3)c2)CC1	?
Fc1ccc(-c2nn(-c3ccc(Cl)cc3)c3c2cnc2ccc(F)cc23)cc1	-3%
Cc1ccccc1OCC(=O)Nc1c2c(nn1C(C)(C)C)CS(=O)(=O)C2	-5%
CCOc1ccc(CC(=O)NCCc2sc(-c3cccc(F)c3)nc2C)cc1	?
CC(C)NC(=O)C(Cl)c1ccccc1 (stereo not given)	22%
COc1cc(CNc2ncn[nH]2)ccc1OCc1ccccc1	11%
CCOc1cccc(CN2CCC(Oc3ccc(-c4noc(C5CC5)n4)cc3)C2)c1 (stereo not given)	-18%
CN(C)c1cccc(C(=O)NC2CCN(c3cnn(C)c(=O)c3)CC2)c1	25µM*
CCc1ccc(-n2nc(C)c3c(C)cc(=O)n(CC(=O)Nc4cc(C)ccc4C)c32)cc1	?
O=C(O)c1ccc(C(F)(F)F)cn1	32%[activator]
CCCc1cc(=O)n2nc(N(C)CC(=O)Nc3ccccc3Br)sc2n1	19%
CNC(=O)c1cc[nH]c1C1CCCN(C(=O)CCc2cc(OC)no2)C1 (stereo not given)	11%
CN1C[C@H](O)C[C@H]1c1nnc2n1CCN(C(=O)CC1CCCC1)CC2	8%
O=C(Nc1ccc(C23CC4CC(CC(C4)C2)C3)cc1)c1ccccc1Cl	21%
O=C(NCCc1ccncc1)C1CN(C(=O)c2c(F)cccc2F)CC12CCOCC2 (stereo not given)	3%
Cc1cc(C)cc(-n2ncc3c(=O)n(CC(O)COc4ccc(F)cc4)cnc32)c1 (stereo not given)	-8%
O=C(CC1CCCCC1)NC1CCN(c2cn[nH]c(=O)c2)CC1	-4%
O=C(c1cnccn1)N1CCC(N2C(=O)C(OCC3CC3)C23CCOCC3)CC1 (stereo not given)	-11%
CN1CCC(Oc2ccc(NC(=O)CCCc3ccccc3)cn2)CC1	-4%
CC(=O)Nc1ccc(CN2CCCC3(C2)NC(=O)c2ccccc2O3)cc1 (stereo not given)	-16%
O=C(Nc1c2c(nn1-c1ccc(Cl)cc1)CS(=O)(=O)C2)c1cccc(Cl)c1	-17%
COc1ccc(-c2cc(NC(=O)Cc3cccs3)n(C3CCS(=O)(=O)C3)n2)cc1 (stereo not given)	1%
COCC(=O)N1CCc2oc(C)c(C(=O)N(C)C)c2C1	-7%
O=C(Cn1ccc2cc(Cl)ccc21)Nc1ccc(O)cc1	-18%
COc1ccc(C(=O)CSc2nc(-c3ccccn3)nc(C)c2Cl)cc1	11%
COCc1nc(CCNC(=O)C2CCN(S(=O)(=O)N3CCC(C)CC3)CC2)no1	3%
COc1ccc(CCc2nc(NC(=O)Cn3nc4c(cc3=O)CCCCC4)n[nH]2)cc1	-27%
C=C(C)Cn1c(N2CCN(Cc3ccccc3F)CC2)nc2c1c(=O)[nH]c(=O)n2C	11%
COc1ccc(-c2nc(S(=O)(=O)c3ccc(Cl)cc3)c(NCc3ccccc3)o2)cc1	0%
COc1cccc(NC(=O)c2c(C)oc3nc(C)nc(N4CCCC4)c23)c1	-16%
Cc1ccc2c(c1)N(C(=O)Cn1c(=O)n(CCC(=O)N3CCCCC3)c(=O)c3sccc31)CCO2	0%
N#Cc1nc(-c2ccc(F)cc2)oc1NCC(c1cccs1)N1CCOCC1 (stereo not given)	?
Nc1ncc(C(=O)N[C@@H]2CC[C@@H](N)C2)c(-c2ccccc2)n1	22µM*
COC(=O)CN1C(=O)C(O)(CC(=O)c2ccc(F)cc2)c2ccccc21 (stereo not given)	11%[11.5 µM]
Cc1nn(-c2ccc(C(C)C)cc2)c(C)c1[C@@H]1C=C[C@@H](NC(=S)NCC(C)C)C1	?
COc1cccc(-c2ccc3c(N)c(C(=O)c4ccc(Cl)cc4)sc3n2)c1	-17%
CNS(=O)(=O)c1cccc(C(=O)NNC(=O)c2ccc(COc3ccccc3)cc2)c1	17%
O=C(COc1ccccc1)NCc1nnc2ccc(-c3ccc(Cl)cc3)nn12	?
CCc1ccccc1NC(=S)Nn1cnnc1	-21%
Cc1noc([C@@H]2C[C@H](NC(=O)c3ccc(-c4ccccc4)cc3)CN2C)n1	-21%[86.2 µM]
CC(C)N1C(=O)CO[C@H]2CN(C(=O)c3cccnc3)C[C@H]21	-16%[115 µM]

In the list so far, these have a CF3 group.
SMILES	KDM5B inh
CCCOC(=O)COc1ccc2c(=O)c(-c3ccccc3OC)c(C(F)(F)F)oc2c1	4%
Cn1ccc2c(C(=O)NCc3cccnc3)nc(-c3ccccc3C(F)(F)F)cc21	35µM*
O=C(O)c1ccc(C(F)(F)F)cn1	32%[activator]

Next entries follow.
SMILES	KDM5B inh
Fc1ccc(Nc2nc3nonc3nc2Nc2cccc(C(F)(F)F)c2)cc1	-16%
CCCC(=O)Nc1nnc(SCC(=O)N2CCCCC2)s1	-7%
CC(C)NC(=O)Nc1cccc(C(=O)NC(C)c2cccc(Cl)c2)c1 (stereo not given)	15%
CN(C)CCCOCC1(C)COc2ccc(C(=O)Nc3ccc(F)c(Cl)c3)cc2N1 (stereo not given)	28µM*
O=C(Nc1ccc(Cl)cc1)C(Cl)C(=O)c1ccccc1 (stereo not given)	?
O=C1NCCOCCCN(C(=O)NCc2ccc(F)cc2)[C@H]2CCCC[C@@H]12	22%

A portion of the library. The share of hits here may be higher or lower than overall.
